FadD28 binding = inhibitors of FadD28 bisubstrate probe binding, primary screen, biochemical, fluorescence polarization, single point. Mycobacterium tuberculosis FadD28 fatty-acid-AMP ligase. 360,000 compounds, 0.22% hits. AID 588549, 2011. inhibition, % at 12.5 µM; in the data active = inhibition above about 8.5%, passing the limit was not always enough; inconclusive = no clear call, values can overlap the other calls
Anthrax LF inh2 = Bacillus anthracis LF protease inhibitors, primary screen, biochemical, multiplex microsphere, MLPCN library | Lethal factor (Bacillus anthracis), P15917 | multiplex microsphere protease cleavage assay | inhibition, % at 10 µM | 360,000 compounds, 0.12% hits | AID 588501, 2011; also: plate controls were buffer without enzyme for full effect and enzyme alone for no effect
Target sequence (P15917 whole entry, looked up): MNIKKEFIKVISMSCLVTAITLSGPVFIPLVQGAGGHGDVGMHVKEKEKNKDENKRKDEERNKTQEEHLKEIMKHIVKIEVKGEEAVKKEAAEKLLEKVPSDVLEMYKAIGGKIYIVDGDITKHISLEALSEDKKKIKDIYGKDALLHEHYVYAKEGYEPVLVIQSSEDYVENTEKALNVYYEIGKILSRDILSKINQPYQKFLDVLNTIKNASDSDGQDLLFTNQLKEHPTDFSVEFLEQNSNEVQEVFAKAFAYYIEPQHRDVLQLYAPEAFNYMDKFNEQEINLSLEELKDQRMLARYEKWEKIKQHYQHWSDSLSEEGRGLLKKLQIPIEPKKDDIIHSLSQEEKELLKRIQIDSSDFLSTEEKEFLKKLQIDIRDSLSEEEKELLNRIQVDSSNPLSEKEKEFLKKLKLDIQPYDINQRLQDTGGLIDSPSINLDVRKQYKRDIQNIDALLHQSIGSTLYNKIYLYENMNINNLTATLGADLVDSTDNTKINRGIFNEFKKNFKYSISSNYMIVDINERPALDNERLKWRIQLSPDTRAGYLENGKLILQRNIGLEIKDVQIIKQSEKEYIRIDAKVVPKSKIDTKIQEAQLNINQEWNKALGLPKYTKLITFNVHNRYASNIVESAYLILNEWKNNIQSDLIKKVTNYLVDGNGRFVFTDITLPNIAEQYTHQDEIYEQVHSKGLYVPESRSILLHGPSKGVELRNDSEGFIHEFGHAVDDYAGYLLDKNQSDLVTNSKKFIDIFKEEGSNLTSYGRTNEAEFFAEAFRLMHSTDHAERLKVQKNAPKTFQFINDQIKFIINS
PfHsp40 yeast = rescue of yeast from PfHsp40 toxicity, primary screen, S. cerevisiae, ATP luminescence; S. cerevisiae expressing PfHsp40, growth rescue; growth rescue, % at 12.5 µM; 340,000 compounds, 0.68% hits; in the data active = growth rescue above about 28%, passing the limit was not always enough; inconclusive = no clear call, values can overlap the other calls;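 also: yeast W303a lacking pdr1 and pdr3 grown in galactose medium; growth measured after three days at 30 °C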
Y pestis TopoI = Yersinia pestis topoisomerase I inhibitors, primary screen, biochemical, cleavage product accumulation, plate reader, single point. Y. pestis Topo-I cleavage product accumulation. activity, % at 10 µM. DNA topoisomerase I (Yersinia pestis CO92). 360,000 compounds, 0.064% hits; in the data active = activity above about 50%, passing the limit was not always enough; inconclusive = no clear call, values can overlap the other calls; also: inactives centre near 2
CCHFV vOTU inh = CCHFV vOTU protease inhibitors, primary screen, biochemical, Pep-AMC substrate, fluorescence; inhibition, % at 11.5 µM; 370,000 compounds, 0.55% hits; in the data active = inhibition above about 30%; also: 0% = vehicle wells with enzyme and 100% = no enzyme wells
PrPC TRFRET = inhibitors of human cell surface prion protein PrPC, primary screen, cell-based, TR-FRET; Major prion protein (Homo sapiens), P04156; TR-FRET read-out; inhibition, % at 13.8 µM; 370,000 compounds, 0.43% hits; AID 720596, 2013; in the data active = inhibition above about 24%; also: 0% = median of the test wells and 100% = reference compound wells
BoNT F protease = BoNT/F light chain protease inhibitors, primary screen, biochemical, flow cytometry, MLPCN library. Multiplex microsphere protease cleavage assay. inhibition, % at 10 µM. 360,000 compounds, 0.22% hits. AID 588497, 2011. Botulinum neurotoxin type F light chain protease (Clostridium botulinum); in the data active = inhibition above about 35%, passing the limit was not always enough; inconclusive = no clear call, values can overlap the other calls; also: plate controls were buffer without enzyme for full effect and enzyme alone for no effect
TcdB GH inh = TcdB glycohydrolase inhibitors, primary screen, biochemical, single point, plate reader | Toxin B (Clostridioides difficile), P18177 | TcdB glycohydrolase enzymatic assay | inhibition, % at 9.99 µM | 350,000 compounds, 0.24% hits | AID 652162, 2013; in the data active = inhibition above about 10%
BoNT A protease = BoNT/A light chain protease inhibitors, primary screen, biochemical, flow cytometry, MLPCN library; Botulinum neurotoxin type A light chain protease (Clostridium botulinum A str. ATCC 3502); inhibition, % at 10 µM; AID 588499, 2011; 360,000 compounds, 0.17% hits; multiplex microsphere protease substrate cleavage; also: plate controls were buffer without enzyme for full effect and enzyme alone for no effect
Starred values were filed as active, the others as inactive; ? = inconclusive; . = not tested or not shown; & = joins results of further samples. Rule as the data show it, unless noted: active = inhibition above about 30%; inconclusive = no clear call, values can overlap the other calls; inactive = below that. No enrichment for hits; 2.3% or so of the library scored in one or more.

SMILES	FadD28 binding	Anthrax LF inh2	PfHsp40 yeast	Y pestis TopoI	CCHFV vOTU inh	PrPC TRFRET	BoNT F protease	TcdB GH inh	BoNT A protease
CCC(c1nnnn1C(C)(C)C)N1CCN(Cc2ccccc2OC)CC1 (stereo not given)	-1.5	-6	0.8	-1	13	-2	1	1.6	0.3
COCCN(Cc1nc(-c2ccc(C(F)(F)F)cc2)no1)C(C)C	0.0	0	-1.1	6	-8	-6	-1	1.5	0.0
Cc1cc(C)c[n+](CC(=O)c2ccc(NC(=O)c3ccccc3)cc2)c1	-1.3	2	-0.5	-1	-3	-4	-5	0.6	-1.0
COc1ccc(S(=O)(=O)N2CCN(C(=O)c3c(C)nn(-c4ccccc4)c3C)CC2)cc1	-3.8	1	-1.4	16	14	-2	-5	0.3	0.3
CCC(OC(=O)c1cc2sccc2n1C)C(=O)NCc1ccco1 (stereo not given)	-3.6	0	?	16	13	0	-1	1.0	-1.5
O=C(Nc1ccc2oc(=O)ccc2c1)c1ccc(-c2ccccc2[N+](=O)[O-])o1	-0.6	-6	-1.2	1	6	5	2	0.7	-0.1
O=C(COc1ccc(Cl)cc1)Nc1nnc(-c2ccc3c(c2)CCCC3)o1	-2.4	-5	-0.6	-2	-1	7	-19	2.5	-1.2
CCOC(=O)C1(C)CCCN(C(=O)c2ccc(C)c(F)c2)C1 (stereo not given)	-1.2	11	.	-5	26	13	1	-9.7	-0.5
CCOc1ccc(CNc2ncc(-c3ccccc3)n2C)cc1	0.9	-15	5.3	11	-6	-3	-8	3.0	-0.5
O=C1NC(Cc2ccccc2)C(=O)N1Cc1cc([N+](=O)[O-])cc2c1OCOC2 (stereo not given)	-0.1	4	1.5	-2	3	-1	1	1.0	-0.1
COc1ccc(C2=Nn3c(nnc3-c3ccccc3F)SC2)cc1OC1CCCC1	-15	-2	13	6	20	16	-5	-0.1	-0.7
Cc1cc(C)c(S(=O)(=O)Nc2nnc(C3CCCCC3)s2)c(C)c1	-6.9	-2	0.3	18	29	2	-1	1.4	-2.7
COc1ccc(Oc2nc(OC)cc(OC)n2)cc1	-1.2	-2	-1.0	-1	8	7	-1	1.2	-0.5
Cc1cc(C(=O)OCC(=O)N2CC(C)CC(C)C2)c(C)o1 (stereo not given)	-4.3	-2	0.9	9	7	-2	-13	.	0.7
Cc1nc(NS(=O)(=O)c2cccs2)c2c3c(sc2n1)CCC3	0.9	-7	-2.1	-7	1	2	4	.	-0.9
Cn1c(=O)c2cn3c(c2n(C)c1=O)C(c1ccccc1)CC(c1ccccc1)=N3 (stereo not given)	-2.3	6	0.8	3	-4	1	?	.	7.5
CNC[C@H]1Oc2c(NC(=O)C3CCCCC3)cccc2C(=O)N([C@H](C)CO)C[C@@H]1C	-0.4	-2	-0.4	2	-3	0	-4	-0.9&1.1	0.0
O=C(COC(=O)c1cccc([N+](=O)[O-])c1)Nc1ncc(Br)s1	-3.6	-3	-0.2	0	0	3	1	0.6	-0.4
C=CCN1C=CC(=CC=C(C#N)C#N)C=C1	-0.4	8	-1.5	1	23	-33	31	1.8	1.2
CCNC(=O)NC(=O)COc1ccccc1C#N	-4.8	-2	-0.6	3	-1	-7	-6	.	-0.7
CC(Sc1ccccc1)C(=O)Nc1ccccc1C(=O)N1CCOCC1 (stereo not given)	-1.9	-2	-0.6	2	-3	4	-7	.	0.3
CC1CC(C)CN(C(=O)c2ccc(CNc3c(N4CCCC4)c(=O)c3=O)cc2)C1 (stereo not given)	-3.9	2	-1.5	8	-8	0	-3	-0.1	-0.2
COc1cc(/C=N/N(C)C)cc(Br)c1O	-0.8	-4	-0.6	0	21	-2	-1	-0.3	-0.7
CCOC(=O)CNC(=O)c1cnc(Nc2ccccc2OC)c2ccccc12	-1.9	-17	-0.3	-6	0	-6	-3	2.5	-1.9
CCC1(C)Cc2ccccc2-c2[nH]c(=S)[nH]c(=O)c21 (stereo not given)	0.6	1	0.3	2	8	90*	16	2.2	-2.5
CC(=O)Nc1ccc(/C=N\NC(=O)CNS(=O)(=O)c2ccc([N+](=O)[O-])cc2)cc1	9.3*	-1	1.0	-12	-9	-35	-5	1.4	-0.6
O=C1CNC(=O)/C1=C\N1CCN(C(c2ccccc2)c2ccccc2)CC1	-2.2	2	-1.6	-11	21	6	7	.	1.8
Cc1cc(O)ccc1NS(=O)(=O)c1ccc2c3c(cccc13)C(=O)N2	-3.6	-2	-0.2	-8	2	-14	-7	2.5	-0.8
O=C(COC(=O)c1cc(Cl)ccc1Cl)NC1CCCC1	-0.7	-4	0.5	0	21	11	0	-1.2	3.1
CCOc1ccccc1-c1nn2c(Cc3ccccc3)nnc2s1	0.4	-3	-0.5	1	9	-4	-17	.	-14
COC1=CC2[C@@H]3Cc4ccc(OC)c(O)c4[C@]2(CCN3C)CC1=O (stereo not given in full)	-1.0	1	-0.5	5	-11	-3	-5	-0.2	-0.1
O=[N+]([O-])c1ccc(CSc2nc3ccccc3o2)cc1	-2.1	3	1.0	-9	0	-12	2	.	-1.0
COc1c(O)cc2oc(-c3ccc(O)cc3)cc(=O)c2c1O	0.1	-1	0.0	-1	13	-13	-2	1.3	0.2
O=c1cc(-c2ccccc2)oc2cc(O)ccc12	-0.5	0	0.4	-2	14	5	-2	-4.5	-0.2
O=C(c1ccc(N2CCOCC2)nc1)N1CCOCC1	-1.8	3	-1.1	13	3	3	1	0.8	-0.5
Cc1cc(C)c2c(NC(=S)NC(=O)c3ccccc3)nn(C)c2n1	-2.3	2	0.6	-2	3	10	-7	-4.4	-1.9
Cc1ccc(NC2CCCN(C(=O)CCN3CCCCO3)C2)cc1C (stereo not given)	-2.1	-4	2.4	0	11	0	-1	-0.1	0.9
CC(C)(C)c1ccc(Cn2nc(CC(=O)O)c3ccccc3c2=O)cc1	-11	-1	-0.1	8	18	6	-2	-1.1	-0.3
COc1ccc(C(C)=O)cc1CC(C(=O)c1ccc(C)c(C)c1)N(C)C (stereo not given)	-0.7	4	0.3	0	-6	-7	3	.	0.4
O=C(COC(=O)c1ccccc1)Nc1cccc(S(=O)(=O)NC2=NCCCCC2)c1	0.8	-3	-2.0	-3	-8	-5	-1	1.2	0.0
CCc1ccc(C(=O)CCC(=O)Nc2ccc(OC)c(S(=O)(=O)N3CCCCC3)c2)cc1	1.8	-2	0.2	25	22	11	6	1.0	0.1
O=C1CC2(CCCC2)C(=O)N1CN1CCN(S(=O)(=O)c2ccc(F)cc2F)CC1	-1.9	-3	-1.3	-2	-8	-5	-3	0.8	-0.3
Cc1cc2c(Nc3cccc(O)c3)ncnc2s1	-2.6	-2	-0.5	-4	-6	-1	-8	2.6	2.3
CCOc1cc(CNCc2ccccc2)ccc1OCC(=O)NC1CCCCC1	-1.5	0	-0.4	14	7	-6	-4	0.8	-2.5
CC(NC(=O)C(=O)NCCC1=CCCCC1)c1ccccc1 (stereo not given)	-1.9	-2	-0.9	-7	0	-3	-8	0.1	-1.1
N#C/C(=C(\O)C(F)(F)F)c1nnc2n1CCCCC2	1.1	-6	-1.3	5	7	0	-3	0.3	0.0
NC(=O)NC(CC(=O)NCCCc1ccccc1)c1ccc(Cl)cc1 (stereo not given)	-2.5	-3	-0.4	-3	3	7	3	0.6	-0.5
CCCn1ncc([C@@H]2C[C@H]3CN(Cc4cccc(Cl)c4)C(=O)[C@]34CCCN24)c1C	1.3	2	-0.4	4	1	-5	0	0.1	-1.3
Cc1ccc(OCCn2c(=O)oc3ccc(C)cc32)cc1	-3.0	-2	1.2	-2	-2	-2	-4	2.4	0.8
O=C(c1cc(-c2ccc(Cl)cc2)n(-c2ccc(Cl)cc2)n1)N1CCOCC1	-5.4	1	1.4	43	-1	0	2	.	-0.1
CCCc1cc(C(=O)NCc2cccs2)no1	-1.4	-11	-0.6	7	13	3	-1	-0.2	-0.5
CCOC(=O)c1csc(N)n1	-2.0	-4	-1.4	12	-4	3	-1	-0.6	-0.7
NC(=O)C1CCN(C(=S)NCc2ccc3c(c2)OCO3)CC1	-0.6	-2	1.2	3	-12	1	-1	0.2	-0.2
COc1ccc(OC)c(-n2c(=S)[nH]c3cc(C(=O)N4CCC(C(N)=O)CC4)ccc3c2=O)c1	-4.6	-5	1.1	-3	-4	2	-8	.	-0.8
COC(=O)c1oc(-c2ccccc2)nc1C	0.3	1	0.1	6	2	-3	-2	-2.4	-0.5
CCOc1ccc(S(=O)(=O)N(CC)CC(=O)NC2CC2)cc1	3.3	0	-0.6	17	22	-7	2	1.4	-0.7
CCCCNS(=O)(=O)c1cccc(NC(=O)[C@H]2C[C@H](O)[C@@H](CO)O2)c1	-1.4	-2	.	1	-4	-2	-4	1.1	-0.5
COc1cccc(-c2cnc(C(O)c3c(C)cc(C)cc3C)[nH]2)c1 (stereo not given)	-1.8	2	.	8	2	7	-1	0.6	-0.5
CS(=O)(=O)c1ccc(Oc2ccc(-c3nnco3)cc2)c([N+](=O)[O-])c1	1.2	-1	0.8	-8	-9	-30	0	1.0	-0.3
CC(C)C1NC2(C(=O)c3ccccc3C2=O)C2C(=O)N(c3ccc(F)cc3)C(=O)C12 (stereo not given)	-5.0	-7	-0.3	9	52*	4	0	.	-0.5

Additional records.
SMILES	FadD28 binding	Anthrax LF inh2	PfHsp40 yeast	Y pestis TopoI	CCHFV vOTU inh	PrPC TRFRET	BoNT F protease	TcdB GH inh	BoNT A protease
COc1cccc2cc(C(=O)N(Cc3ccccc3)CC3CCCO3)c(=O)oc12 (stereo not given)	-2.3	0	1.3	8	-16	3	-6	.	-0.2
COC(CNC(=O)CNC(=S)N(CCCN1CCOCC1)Cc1cccs1)OC	-1.5	-6	0.2	-3	12	-7	-8	1.1	-1.3
CCOC(=O)c1nnc(-c2ccc(C)cc2)nc1Sc1cccc(Cl)c1	-1.3	1	0.7	-11	4	-3	-2	.	0.6
CCN(CC)S(=O)(=O)c1ccc2[nH]cc(C(=O)NCCc3ccc(OC)c(OC)c3)c(=O)c2c1	-2.5	-4	-0.4	15	-9	1	4	.	-1.1
O=C(COC(=O)c1nc(Cl)ccc1Cl)Nc1ccc(Cl)cc1	-1.8	-10	?	-5	2	5	-15	1.3	-0.2
CSc1ccccc1C(=O)Nc1ncc(C)s1	-2.8	-7	-0.5	-4	-2	-2	-9	.	-1.0
CC(C)=CCN1CCN(Cc2cnc(-c3ccccc3)s2)CC1CCO (stereo not given)	-1.5	-5	-1.0	-3	2	2	-7	0.9	0.3
C[C@H](NC(=O)c1[nH]cnc1C(=O)N[C@H](C)c1ccccc1)c1ccccc1	-3.6	6	0.3	6	6	4	4	1.4	-0.3
S=C(NCCc1ccccc1)NC1CC2CCC(C1)N2Cc1ccccc1 (stereo not given)	-5.2	-3	1.3	-4	7	-2	-2	0.7	-1.5
O=C(CNC(=O)c1ccc(Oc2ccccc2)cc1)OCc1ccc(Br)cc1	-0.6	-1	0.3	4	-13	-4	-23	0.4	-1.7
Cc1cccc(COc2ccccc2C(=O)NC2CCC(O)CC2)c1 (stereo not given)	-3.9	0	0.0	18	-6	-4	-4	0.9	4.5

Entries of single compounds, looked up by structure:
CCOC(=O)c1nnc(-c2ccc(C)cc2)nc1Sc1cccc(Cl)c1 in the list: FadD28 binding = -1.3; Anthrax LF inh2 = 1; PfHsp40 yeast = 0.7; Y pestis TopoI = -11; CCHFV vOTU inh = 4; PrPC TRFRET = -3; BoNT F protease = -2; TcdB GH inh = .; BoNT A protease = 0.6
Cc1cccc(COc2ccccc2C(=O)NC2CCC(O)CC2)c1 (stereo not given) in the list: FadD28 binding = -3.9; Anthrax LF inh2 = 0; PfHsp40 yeast = 0.0; Y pestis TopoI = 18; CCHFV vOTU inh = -6; PrPC TRFRET = -4; BoNT F protease = -4; TcdB GH inh = 0.9; BoNT A protease = 4.5
